Screens deposited in PubChem by several laboratories.
RPL19A-GFP yeast: modulators of TOR pathway RPL19A-GFP in S. cerevisiae | S. cerevisiae RPL19A-GFP strain, flow cytometry, 3 h; hits give low values | percent response vs DMSO, % at 10 µM | actives 0.3% (n = 330,000);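 active means percent response vs DMSO below 50%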;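 further: median channel GFP fluorescence of the barcoded RPL19A-GFP strain; ratio of sample median GFP to plate DMSO average so 100% = DMSO; lower means less RPL19A-GFP as with rapamycin TOR inhibition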
Yeast superoxide: yeast age-related superoxide inhibition as caloric restriction mimetic; actives 0.18% (n = 330,000); S. cerevisiae aged cells, superoxide DHE fluorescence; hits give low values; superoxide response (% of plate mean), % at 10 µM; AID 2690;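 active means superoxide response under a set limit, about three screen SD below normal, cut at about 65% in these data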;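 further: yeast aged for seven days with compound at 30 °C before DHE staining; 100% = average MFI of all compound-treated wells on the plate with controls excluded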
GASC-1 inh: blocks human GASC-1 demethylase activity; Q9H3R0; GST-JMJD2C(1-420) H3K9me3 demethylation, DELFIA europium; inhibition, % at 2.35 µM; actives 0.069% (n = 330,000);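 active means more than half of a compound's replicate wells show inhibition beyond 50%, single wells judged on their own value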;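 further: signal counts dimethyl H3K9 product captured on neutravidin plate; 0% = median of DMSO wells and 100% = 0.3 times that DMSO median; strong numbers were not always called active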
Target sequence (Q9H3R0 1-420 limits assumed): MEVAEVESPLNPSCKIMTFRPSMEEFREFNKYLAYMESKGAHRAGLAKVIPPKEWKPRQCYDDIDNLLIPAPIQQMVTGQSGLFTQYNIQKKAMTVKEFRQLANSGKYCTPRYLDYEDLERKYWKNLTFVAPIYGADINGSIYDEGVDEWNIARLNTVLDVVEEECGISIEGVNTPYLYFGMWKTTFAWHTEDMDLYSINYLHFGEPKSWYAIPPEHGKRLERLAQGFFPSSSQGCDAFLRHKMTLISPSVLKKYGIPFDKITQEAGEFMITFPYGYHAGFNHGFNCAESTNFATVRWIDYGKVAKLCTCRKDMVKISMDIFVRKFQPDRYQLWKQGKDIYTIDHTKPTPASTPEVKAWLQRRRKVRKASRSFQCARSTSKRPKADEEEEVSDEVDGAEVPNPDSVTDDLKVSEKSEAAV
proCasp7 act: counter-screen: procaspase-7 (human) activation. actives 0.093% (n = 330,000). AID 463210. activation, % at 8.5 µM. recombinant procaspase-7, Ac-DEVD-pNA absorbance 405 nm; D23A/D198A/D206A triple mutant, cannot self-cleave; scale: DMSO 0, 5 µM enzyme 100;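 active means percent activation above the screen-wide mean plus 3 SD, cut at about 25% in these data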
Target sequence (P55210 whole entry D23A/D198A/D206A): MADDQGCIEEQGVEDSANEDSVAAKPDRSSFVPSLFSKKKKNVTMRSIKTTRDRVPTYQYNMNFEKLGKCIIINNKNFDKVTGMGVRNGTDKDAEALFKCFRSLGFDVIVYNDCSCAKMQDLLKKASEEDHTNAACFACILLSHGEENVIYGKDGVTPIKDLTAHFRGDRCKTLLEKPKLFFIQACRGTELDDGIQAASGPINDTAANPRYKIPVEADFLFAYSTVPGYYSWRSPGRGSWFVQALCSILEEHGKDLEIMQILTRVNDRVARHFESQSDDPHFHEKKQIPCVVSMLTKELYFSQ
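Material: Procaspase-7 triple mutant (PC-7 D3A) | Quantity: 2 µM procaspase-7 mutant as dispensed | Reagent: DEVD-pNA substrate | Times: 1 h preincubation, 2 h reaction | Technique: 405 nm absorbance of p-nitroaniline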
LAP4-GFP MLPCN: yeast TOR pathway LAP4-GFP modulation. S. cerevisiae LAP4-GFP multiplex, flow cytometry GFP, 3 h; median GFP as percent of DMSO wells. GFP response vs DMSO, % at 10 µM. actives 0.34% (n = 320,000). AID 2023;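 active means GFP response vs DMSO above a set limit, about the screen mean plus 3 SD, cut at about 150% in these data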
MEP2 TOR yeast: modulators of TOR pathway MEP2-GFP in S. cerevisiae | S. cerevisiae MEP2-GFP strain, flow cytometry GFP, 3 h; 100% = DMSO control level | GFP response vs DMSO, % at 10 µM | actives 0.51% (n = 330,000);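 active means GFP response versus DMSO above a set limit, roughly screen mean plus 3 SD, cut at about 180% in these data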;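 further: median GFP fluorescence of the barcode-gated MEP2-GFP cells per well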
AHR act: human AHR activation; P35869; AHR-responsive luciferase reporter cells, luminescence; activation, % at 5 µM; actives 2.5% (n = 320,000); in the data active means activation above about 47%;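 further: 0% = vehicle wells and 100% = reference agonist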
procasp3 activ: procaspase-3 (human) activation | P42574 | recombinant procaspase-3 D3A, Ac-DEVD-pNA absorbance 405 nm | activation, % at 8.5 µM | actives 0.11% (n = 330,000) | AID 463141;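 active means activation above the mean of all tested compounds plus 3 SD, cut at about 21% in these data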;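 further: 0% = DMSO alone and 100% = DMSO wells spiked with extra 5 µM PC-3 D3A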
Target sequence (P42574 whole entry D9A/D28A/D175A): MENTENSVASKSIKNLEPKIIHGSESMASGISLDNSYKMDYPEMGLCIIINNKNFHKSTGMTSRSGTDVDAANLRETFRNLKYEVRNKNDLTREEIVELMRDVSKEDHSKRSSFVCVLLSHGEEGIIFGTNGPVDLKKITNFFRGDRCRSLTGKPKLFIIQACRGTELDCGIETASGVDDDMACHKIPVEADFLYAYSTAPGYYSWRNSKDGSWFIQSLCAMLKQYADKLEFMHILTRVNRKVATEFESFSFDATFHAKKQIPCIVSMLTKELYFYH
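assay system = Procaspase-3 D3A mutant | signal = absorbance at 405 nm, 0 and 120 min | times = 1 h preincubation plus 2 h reaction at 25 °C | repeats = single replicate | read-out = % activation between DMSO and enzyme-spiked controls | medium = Zinc-free HEPES saline buffer with Triton X-100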
Numbers without * were called inactive; x = not tested or not shown; [ ] = remark or other dose.

SMILES	RPL19A-GFP yeast	Yeast superoxide	GASC-1 inh	proCasp7 act	LAP4-GFP MLPCN	MEP2 TOR yeast	AHR act	procasp3 activ
Cc1ccc(-c2nnn(Cc3nc4ccccc4s3)n2)cc1	100	108	-2	-7	107	108	7	8
O=C1NC(=O)/C(=C/c2ccccc2OCc2ccccc2)S1	100	106	0	4	104	103	7	1
O=C(CSCc1ccc(Cl)cc1)NCC1CCCO1 (stereo unspecified)	99	80	6	-3	101	102	-4	1
Cc1cc2c(=O)n(CC(=O)N3CCN(c4ccccc4)CC3)cnc2s1	103	108	0	-2	97	102	1	-11
O=C(CSc1ccccc1)N1CCN(c2ccc(F)cc2)CC1	98	94	-1	3	121	103	0	9
CC(=O)Nc1cc(Cl)ccc1OS(=O)(=O)c1ccc(C)cc1	99	83	7	-9	98	105	-4	0
OC(CN1CCN(c2ccccn2)CC1)Cn1c2ccc(Cl)cc2c2cc(Cl)ccc21 (stereo unspecified)	91	114	9	5	130	116	1	5
Cc1c(N2C(=O)CSC23C(=O)Nc2ccccc23)c(=O)n(-c2ccccc2)n1C (stereo unspecified)	98	93	7	3	94	103	13	-2
CC[n+]1c(C)cc(C)n1-c1ccccc1	101	87	8	1	101	97	-1	-2
CC(C)(CCO)NC(=S)NC1CC2C=CC1C2 (stereo unspecified)	92	104	-5	-7	111	96	0	-4
CCOc1ccc(-n2ccc(=O)c(C(=O)O)n2)cc1	103	96	-16	-5	98	101	0	0
Cc1ccc(N2CC(C(=O)Nc3nnc(SCC(N)=O)s3)CC2=O)cc1 (stereo unspecified)	104	103	-1	8	120	111	-1	0
Cc1ccc(C(C(=O)NCc2ccc(F)cc2)N(Cc2ccco2)C(=O)c2snc(C(N)=O)c2N)o1 (stereo unspecified)	101	71	-1	-5	100	99	2	-14
O=C(CCS(=O)(=O)c1ccc(Br)s1)NC1CCCCCC1	61[may fluoresce violet]	98	1	7	74[may fluoresce violet]	448*[may fluoresce violet]	1	5
Cc1c(C(=O)N(C)c2ccc(Cl)cc2)cnn1-c1ccccc1	96	104	-42	-6	85	103	0	-5
CCC(CC)C(=O)Nc1nc(-c2ccc3c(c2)CCN3C(=O)C2CC2)c(C)s1	91	106	3	-4	91	97	-2	3
COCCN(C(=O)COC(=O)c1ccccc1Cc1ccccc1)c1c(N)n(Cc2ccccc2)c(=O)[nH]c1=O	98	116	5	-7	104	105	1	2
Cc1ccc(-c2csc3ncn(C(C)C(=O)O)c(=O)c23)cc1 (stereo unspecified)	106	105	4	-10	95	104	0	6
CCOC(=O)C1(Cc2ccc(Cl)cc2)CCN(C(=O)c2cscn2)CC1	94	106	-6	6	112	119	0	1
N#CCCN(C(=O)COC(=O)CNC(=O)c1cccs1)c1ccc(F)cc1	97	106	2	5	96	96	2	1

One compound at a time (already shown). Screens in order: RPL19A-GFP yeast, Yeast superoxide, GASC-1 inh, proCasp7 act, LAP4-GFP MLPCN, MEP2 TOR yeast, AHR act, procasp3 activ
O=C1NC(=O)/C(=C/c2ccccc2OCc2ccccc2)S1 is listed with 100, 106, 0, 4, 104, 103, 7, 1
CCC(CC)C(=O)Nc1nc(-c2ccc3c(c2)CCN3C(=O)C2CC2)c(C)s1 is listed with 91, 106, 3, -4, 91, 97, -2, 3
COCCN(C(=O)COC(=O)c1ccccc1Cc1ccccc1)c1c(N)n(Cc2ccccc2)c(=O)[nH]c1=O is listed with 98, 116, 5, -7, 104, 105, 1, 2
CC(=O)Nc1cc(Cl)ccc1OS(=O)(=O)c1ccc(C)cc1 is listed with 99, 83, 7, -9, 98, 105, -4, 0
O=C(CSc1ccccc1)N1CCN(c2ccc(F)cc2)CC1 is listed with 98, 94, -1, 3, 121, 103, 0, 9

Next part
SMILES	RPL19A-GFP yeast	Yeast superoxide	GASC-1 inh	proCasp7 act	LAP4-GFP MLPCN	MEP2 TOR yeast	AHR act	procasp3 activ
COc1cccc(C(=O)Oc2ccc(N3C(=O)CCC3=O)c(C)c2)c1	77	91	3	-2	93	80	1	8
COC(=O)c1c(C)oc(C)c(C(=O)OC)c1=O	100	110	0	-5	97	100	5	-2
COc1ccccc1Nc1nn2c(=O)c3ccc(C(=O)N4CCCCC4)cc3nc2s1	95	102	-12	5	90	94	1	4
NC(=O)C1CCN(S(=O)(=O)c2cccc(S(=O)(=O)N3CCCCC3)c2)CC1	99	85	9	14	106	100	-2	12
CC(C)(C)C(=O)O/N=C(\N)c1ccc([N+](=O)[O-])s1	102	136	-6	2	112	108	-6	-1
CCN1C(=O)C(CC(=O)Nc2ccc(OC)cc2)N(Cc2cccs2)C1=S (stereo unspecified)	98	102	-2	-4	103	103	0	-3
O=C(C[C@@H]1C/C=C\C[C@@H](Cc2ccc(F)cc2)C(=O)OC[C@@H]2CCCN2C1=O)NCCO	104	93	x	6	103	102	0	4
COc1ccc(/C=C2\SC(=O)N=C2N)cc1OC	104	93	5	7	90	107	24	-4
COc1ccc(Cc2nc3ccc(C(=O)NCC(C)(C)OC)cc3o2)cc1	103	104	2	3	91	104	14	8
COc1ccccc1N1CCN(C(=O)CCC(=O)O)CC1	93	108	10	-5	96	104	-3	3
COc1ccc(C)cc1NC(=O)CN(Cc1nnc(-c2ccc(Cl)cc2)o1)C1CCCC1	98	105	7	-3	103	103	3	-2
CCOc1ccc(CC(=N)C2=C(O)CC(C)(C)CC2=O)cc1OCC	103	97	4	-3	91	76	5	-1
Cc1cccc(NC(=S)NC(=O)CCc2ccccc2)c1C	96	95	-2	0	111	103	4	-2
O=C(Nc1cccnc1Cl)c1cc(-c2ccco2)on1	100	103	-7	2	106	103	-2	6
Cn1c(=O)[nH]c(=O)c2c1nc(Br)n2CC(O)c1ccccc1 (stereo unspecified)	105	84	-1	-7	113	108	15	2
COc1ccc2c(C)cc(SCC(=O)c3ccc4c(c3)OCO4)nc2c1	103	64*	-6	-17	103	108	65*	-9
CCCCN1C(=S)SC(C)(C)C1/[N+]([O-])=C/c1ccc(S(=O)(=O)NC)cc1 (stereo unspecified)	97	109	5	-12	104	95	0	1
COc1ccc(Nc2ncnc3sc(-c4ccccc4)cc23)cc1	94	115	-7	19	101	94	35	-6
O=[N+]([O-])c1ccccc1NCc1ccc(Cl)cc1	95	99	33	-12	102	97	-6	-1
CCn1cc(/C=C(\NC(=O)c2ccc(OC)cc2)C(=O)N2CCOCC2)c2ccccc21	96	109	7	2	95	102	3	3
COC(=O)[C@@]12CCCCN1[C@H](c1ccc(-c3ccccc3)cc1)[C@@H]1C(=O)N(C)C(=O)[C@@H]12	105	102	-2	-8	102	89	-7	6
CN(C(=O)c1nn(C)c2c1CSc1ccccc1-2)c1ccc(F)cc1	100	113	-20	-5	102	103	105*	-9
CC(C)(C)S(=O)(=O)/C(C#N)=C/Nc1ccccn1	94	123	4	-4	x	134	3	-5
CCC1(C)Cc2ccccc2C(=S)N1 (stereo unspecified)	101	100	10	-8	109	105	1	4
O=C(Nc1ccc(-c2nc3ccc(NC(=O)c4cccs4)cc3[nH]2)cc1)c1cccs1	98	98	-7	6	94	95	-1	-1
CN(C)CCNC(=O)c1cc2c(s1)-c1ccccc1OC2	95	87	8	3	101	90	5	3
Cc1cccc(C)c1NC(=O)CSCC(=O)O	88	93	28	16	87	92	1	3
c1cc(-c2nsc(-c3ccncc3)n2)ccn1	99	101	-3	-12	110	98	-4	-9
CCC1CCC2(CC1)NC(=O)N(CC(=O)NCc1ccccc1Cl)C2=O (stereo unspecified)	99	93	0	0	99	106	0	1
CCC1(CC)NC(=O)N(CC(=O)NC(=O)NCc2ccccc2)C1=O	103	93	0	2	90	106	0	5
C#CCOCCOCCOCCNc1nc(N2CCN(C(=O)Cn3cc(CCO)nn3)CC2)nc(N2CCN(C(=O)[C@H]([C@@H](C)O)n3cc(CCCCN)nn3)CC2)n1	x	x	-1	-5	x	x	0	11
CCc1ccc(OCC(=O)NC(NC(=S)Nc2ccc(Cl)cc2)C(Cl)(Cl)Cl)cc1 (stereo unspecified)	98	77	2	5	85	100	4	-3
Cc1nn(-c2ccccc2)c2sc(C(=O)OC3CCOC3=O)cc12 (stereo unspecified)	50[may fluoresce violet]	92	6	0	123[may fluoresce violet]	174[may fluoresce violet]	0	-3
CC(C)Oc1ccccc1C(=O)NC(CO)C(=O)O (stereo unspecified)	94	99	-1	2	98	99	-1	-2
CCCn1c(N)c(Sc2ccc(C)cc2)c(=O)n(CCC)c1=O	101	116	4	2	90	102	1	-2
CC1(C)Cc2ccccc2C(N/N=C/c2cccc(F)c2)=N1	99	95	30	1	95	106	13	-2
O=C(CC(=O)c1ccccc1[N+](=O)[O-])c1ccccc1	91	94	1	-5	139	93	18	1
COc1ccc(OC)c(C(C(=O)NC2CCCCC2)N(C(=O)c2snc(C(N)=O)c2N)c2ccccc2OC)c1 (stereo unspecified)	106	105	-10	-4	98	111	4	0
CC(C)Nc1c(N)c(=O)oc2ccccc12	98	88	-17	7	112	103	10	-4
CNC(=O)Nc1cc(C(F)(F)F)cc(C(F)(F)F)c1	108	104	-6	4	104	102	8	3
COc1ccc(C(C#N)Nc2ccccc2OC)cc1 (stereo unspecified)	97	112	-3	5	89	104	1	-8
NC(=S)NNc1c(F)c(F)c(F)c(F)c1F	96	105	-12	-27	88	100	1	-13
COCCCNC(=O)CCn1c(=O)c2ccccc2n(CC(=O)NCCC2=CCCCC2)c1=O	97	95	3	-4	110	102	1	3
Fc1ccc(CSc2nnc(-c3cccnc3)o2)cc1	98	100	-5	-4	91	106	0	-8
O=C(/C=C/c1cccs1)NCc1ccc2c(c1)OCO2	103	79	4	-11	103	106	12	2
O=C(CSc1ncnc2sccc12)Nc1ccccc1F	99	121	5	7	124	101	-8	7
COc1cc(C(=O)OCC(=O)Nc2cccc(S(=O)(=O)N3CCOCC3)c2)ccc1OCC(C)C	98	91	4	4	106	99	-2	-12
O=C(Nc1cc(C(F)(F)F)ccc1N1CCOCC1)c1ccc2ccccc2n1	101	123	20	4	99	102	29	-5
NC1=NC(=O)/C(=C/c2cc(Br)c(O)c(Br)c2)S1	104	103	-10	-19	103	101	4	-8
COc1cc(N(C)C)c([N+](=O)[O-])cc1C(=O)NC(C)CNc1ccc([N+](=O)[O-])cc1Cl (stereo unspecified)	98	93	0	-6	91	94	13	-2
CCOc1ccc(NC(=O)CSc2nnc(C3CC3)n2C)cc1S(=O)(=O)N1CCCCC1	91	118	0	2	91	92	0	0
O=C(CC1C(=O)NCCN1C(=O)Nc1ccccc1)Nc1cc(Cl)cc(Cl)c1 (stereo unspecified)	110	105	4	-5	86	111	3	-8
CN(CC(=O)Nc1ccc(Cl)cc1)C(=O)CNC(=O)c1ccc2c(c1)OCO2	102	108	9	8	113	108	2	-2
COc1ccc(-c2c(C)nn3c(N4CCCCCC4)cc(C)nc23)cc1OC	94	105	-10	3	94	97	1	-7
CCCn1nc(C(=O)OCn2nnc3ccccc3c2=O)c2ccccc2c1=O	x	94	1	0	x	x	-1	3
C/C(=N\Nc1ccc(C(=O)c2c(C)cc3ccccn23)cc1[N+](=O)[O-])c1ccc(O)cc1	94	97	14	8	98	105	2	-4
COc1ccc(/C=N/NC(=O)c2[nH]nc3c2CCc2ccccc2-3)cc1OC	115	98	2	-14	101	112	8	-5
Cn1nnnc1SCc1nnc(-c2ccc(Cl)cc2)o1	99	96	22	3	86	96	12	7
